# NPY2 pot ag: NPY-Y2 potentiators or agonists, primary screen, cell-based. Neuropeptide Y receptor type 2 (Homo sapiens), P49146. cells expressing NPY-Y2, potentiator/agonist read-out. activation, % at 3.6 µM. hit rate 0.45% among 220,000. AID 1359, 2008; in the data active means activation above about 27%;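 further: cells stimulated with NPY near EC25 plus isoproterenol at EC100; 0% = vehicle plus submaximal agonist and 100% = vehicle plus saturating agonist; some results beyond the cut were filed as inactive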
# Target sequence (P49146 whole entry, looked up): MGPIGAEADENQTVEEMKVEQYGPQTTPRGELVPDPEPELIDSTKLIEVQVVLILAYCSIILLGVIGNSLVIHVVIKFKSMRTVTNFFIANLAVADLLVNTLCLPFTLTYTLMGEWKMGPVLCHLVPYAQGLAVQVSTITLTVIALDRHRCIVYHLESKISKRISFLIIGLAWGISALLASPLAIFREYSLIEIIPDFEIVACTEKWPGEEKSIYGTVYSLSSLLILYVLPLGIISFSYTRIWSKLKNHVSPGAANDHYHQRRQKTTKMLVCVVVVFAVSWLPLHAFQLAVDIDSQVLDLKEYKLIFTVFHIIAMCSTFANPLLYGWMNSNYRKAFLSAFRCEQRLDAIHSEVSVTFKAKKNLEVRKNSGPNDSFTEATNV
# NPY-Y1 antag: NPY-Y1 receptor antagonists, primary screen, cell-based; hit rate 1% among 200,000; HEK293-CNG Y1 cells, membrane potential fluorescence; NPY at EC95, then isoproterenol; inhibition, % at 3.6 µM; AID 1040, 2008; Neuropeptide Y receptor type 1 (Homo sapiens), P25929;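 active means inhibition above the campaign mean inhibition of all tested compounds plus 3 SD, cut at about 20% in these data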;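 further: 0% = DMSO wells given NPY plus isoproterenol and 100% = isoproterenol alone without NPY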
#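 Benchmarks – high control isoproterenol alone, low control NPY with isoproterenol · Material – HEK293 Y1/CNG channel cell line · Times – dye 3 h, compound 60 min room temperature, stimulation 45 min · Probe or stimulus – NPY (25 nM), isoproterenol (1 µM), Ro 20-1724 (25 µM) · Evaluation – % inhibition of NPY effect · Signal – fluorescence, membrane potential probe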
# BaF3 tox: parental Ba/F3 cell viability inhibition, counter-screen for JAK2V617F inhibitor project, murine pro-B, CellTiter-Glo luminescence; hit rate 1.1% among 220,000; CellTiter-Glo ATP luminescence; inhibition, % at 5.6 µM; AID 1486, 2009;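 active means inhibition above a per-campaign cutoff, the mean inhibition of all tested compounds plus 3 SD, cut at about 27% in these data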;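 further: 0% = DMSO wells and 100% = JAK Inhibitor I control wells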
# S1P4 agonist: S1P4 receptor agonists, primary screen, cell-based. S1P4-expressing cell line, agonist reporter assay. Sphingosine 1-phosphate receptor 4 (Homo sapiens), O95977. activation, % at 4.98 µM. hit rate 0.35% among 220,000; in the data active means activation above about 11%;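 further: 0% = DMSO vehicle and 100% = reference agonist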
# RBBP9 inhibitor: human RBBP9 inhibitors, primary screen, biochemical, fluorescence polarization, FP-Rh probe, HTS; Serine hydrolase RBBP9 (Homo sapiens), O75884; hit rate 0.2% among 220,000; inhibition, % at 7.94 µM; recombinant RBBP9;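 active means inhibition above the campaign mean of all tested compounds plus 3 SD, cut at about 14% in these data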;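 further: plate controls were DMSO wells with RBBP9 for no effect and wells lacking RBBP9 protein for full effect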
# Target sequence (O75884 whole entry, looked up): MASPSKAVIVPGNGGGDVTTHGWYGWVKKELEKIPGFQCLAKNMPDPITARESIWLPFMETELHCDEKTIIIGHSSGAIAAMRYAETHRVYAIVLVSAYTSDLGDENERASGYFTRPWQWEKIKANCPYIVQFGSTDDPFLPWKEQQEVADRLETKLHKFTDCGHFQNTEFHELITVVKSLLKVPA
#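 Test system: recombinant human RBBP9. Quantity: 2.5 µM RBBP9 dispensing solution, before mixing. Detection: FP readout at 525/598 nm. Reagent: Serine-hydrolase probe FP-Rh, 375 nM pre-mixing. Measure: % inhibition. Control set: DMSO-treated enzyme wells and wells lacking RBBP9. Buffer or medium: Tris-NaCl-Pluronic buffer, pH 8.0. Times: preincubation 30 min plus labeling 45 min at 25 °C.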
# Ba/F3 V617F tox: reduced viability of JAK2V617F-dependent Ba/F3 cells, primary screen, JAK2V617F inhibitor project, cell-based, Ba/F3 EpoR-JAK2V617F, luminescence | hit rate 1.1% among 220,000 | ATP luminescence | AID 1446, 2008 | inhibition, % at 5.6 µM;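 active means inhibition above the campaign mean plus 3 SD over all tested compounds, cut at about 24% in these data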;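 further: cytokine-independent growth of Ba/F3 cells driven by EpoR plus mutant JAK2; 0% = DMSO-treated cells and 100% = JAK inhibitor I control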
# S1P4 antagonist: S1P4 receptor antagonists, primary screen, cell-based; Sphingosine 1-phosphate receptor 4 (Homo sapiens), O95977; S1P4-expressing cells, antagonist mode, reporter read-out; inhibition, % at 4.98 µM; hit rate 0.26% among 220,000; AID 1510, 2009; in the data active means inhibition above about 29%;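 further: 0% = wells stimulated with agonist and 100% = vehicle wells without agonist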
# NPY1 pot ag: NPY-Y1 receptor potentiators or agonists, primary screen, cell-based; AID 1304, 2008; NPY-Y1 expressing cells, potentiator/agonist activation; hit rate 0.37% among 220,000; activation, % at 3.6 µM; in the data active means activation above about 33%, passing the limit was not always enough;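 further: cells stimulated with NPY at EC10 then isoproterenol at EC100; 0% = low agonist plus stimulus and 100% = saturating agonist plus stimulus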
# Runt-CBFb FRET: inhibitors of RUNX1 Runt–CBFb binding, primary screen, biochemical, FRET, Cerulean-Runt, Venus-CBFb, uHTS. Cerulean-Runt/Venus-CBFb FRET ratio 530/480, 1 h. inhibition, % at 20 µM. hit rate 0.46% among 220,000. AID 1496, 2009;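 active means inhibition over about 50% at 20 µM in the single-dose screen, limit read from the data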;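 further: 0% = DMSO wells and 100% = excess unlabeled CBFb competitor control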
#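 test system = Cerulean-Runt domain fusion protein, energy donor | probe or stimulus = Venus-CBFb binding partner, 100 nM | incubation = two 1 h room-temperature incubations shielded from light | detection = fluorescence energy transfer, 422 nm excitation, 530/480 nm emission | measure = loss of energy transfer signal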
# * = called active by the depositor; nt = not tested or not shown.
SMILES,NPY2 pot ag,NPY-Y1 antag,BaF3 tox,S1P4 agonist,RBBP9 inhibitor,Ba/F3 V617F tox,S1P4 antagonist,NPY1 pot ag,Runt-CBFb FRET
CCCC(O)(CCC)C(=O)NN(C(=O)OC)c1ccccc1,-19,15,0,0.7,1,1,5,-14,1
COc1ccc(C)cc1NS(=O)(=O)c1cn(C)nc1C,7,2,-2,0.4,-6,2,0,-2,0
CCCN1C=CC(=C/C=C(\C#N)C(=O)OCC)C=C1,-3,1,5,0.5,-3,2,-18,-2,-42
CSc1ccc(-c2nnn(CC(=O)NCc3ccccc3)n2)cc1,3,4,-1,-1.1,-5,-1,-2,-13,2
C/C(=N\NC(=O)c1ccc(OC2CCCC2)cc1)c1ccc(C)s1,-15,6,4,1.1,-14,4,2,-23,2
CC(=O)COc1ccc2c3c(c(=O)oc2c1C)CCCCC3,0,-3,5,-0.9,-10,3,-12,-10,0
CC(C)N(C(=O)COC(=O)c1cc(Cl)cc(Cl)c1N)C(C)C,-2,4,7,-6.0,-5,-1,5,-5,3
Cc1ccc(OCC(=O)c2ccc(Cl)s2)c([N+](=O)[O-])n1,-8,9,7,1.2,-3,-1,-16,-5,16
O=C(Nc1nncs1)c1cc2c(s1)CCC2,-10,2,8,-0.1,-13,1,-7,22,2
Cc1ccccc1OCCCC(=O)Nc1ccc(Br)cc1,-24,14,4,-0.6,-8,2,-15,0,-1
CCOC(=O)c1oc2ccc3c(c2c1C)C(=O)CC1(CCN(C(=O)OCC)CC1)O3,5,2,1,0.3,-6,1,-14,-8,-6
COC(=O)c1c(-c2ccc3ccccc3c2)csc1NC(=O)Cc1ccc(OC)c(OC)c1,1,2,11,0.7,-13,5,-6,14,-7
Cc1ccccc1NC(=O)c1cccc2nccnc12,1,5,0,-0.5,-8,1,7,3,-2
COc1cc([N+](=O)[O-])ccc1NC(=O)CSc1nccn1C,-6,4,8,-0.8,0,5,-11,-6,24
O=C(Nc1nnc(-c2ccc3c(c2)CCCC3)o1)c1ccc(Cl)cc1Cl,-27,11,9,-2.4,-6,3,-6,-48,0

# 5 entries already listed, arranged by the value under Runt-CBFb FRET, rising.
canonical_smiles	NPY2 pot ag	NPY-Y1 antag	S1P4 agonist	RBBP9 inhibitor	S1P4 antagonist	NPY1 pot ag	Runt-CBFb FRET
CCCN1C=CC(=C/C=C(\C#N)C(=O)OCC)C=C1	-3	1	0.5	-3	-18	-2	-42
COC(=O)c1c(-c2ccc3ccccc3c2)csc1NC(=O)Cc1ccc(OC)c(OC)c1	1	2	0.7	-13	-6	14	-7
CC(=O)COc1ccc2c3c(c(=O)oc2c1C)CCCCC3	0	-3	-0.9	-10	-12	-10	0
CC(C)N(C(=O)COC(=O)c1cc(Cl)cc(Cl)c1N)C(C)C	-2	4	-6.0	-5	5	-5	3
Cc1ccc(OCC(=O)c2ccc(Cl)s2)c([N+](=O)[O-])n1	-8	9	1.2	-3	-16	-5	16

# Among those listed so far, these contain a nitro group on carbon:
SMILES,NPY2 pot ag,NPY-Y1 antag,BaF3 tox,S1P4 agonist,RBBP9 inhibitor,Ba/F3 V617F tox,S1P4 antagonist,NPY1 pot ag,Runt-CBFb FRET
Cc1ccc(OCC(=O)c2ccc(Cl)s2)c([N+](=O)[O-])n1,-8,9,7,1.2,-3,-1,-16,-5,16
COc1cc([N+](=O)[O-])ccc1NC(=O)CSc1nccn1C,-6,4,8,-0.8,0,5,-11,-6,24

# Some values from above.
# Entry of `Cc1ccccc1NC(=O)c1cccc2nccnc12` in NPY-Y1 antag: 5
# Entry of `COc1ccc(C)cc1NS(=O)(=O)c1cn(C)nc1C` in NPY2 pot ag: 7
# Entry of `C/C(=N\NC(=O)c1ccc(OC2CCCC2)cc1)c1ccc(C)s1` in NPY2 pot ag: -15
# Entry of `CC(=O)COc1ccc2c3c(c(=O)oc2c1C)CCCCC3` in S1P4 antagonist: -12
# Entry of `O=C(Nc1nnc(-c2ccc3c(c2)CCCC3)o1)c1ccc(Cl)cc1Cl` in BaF3 tox: 9

# Further structures.
SMILES,NPY2 pot ag,NPY-Y1 antag,BaF3 tox,S1P4 agonist,RBBP9 inhibitor,Ba/F3 V617F tox,S1P4 antagonist,NPY1 pot ag,Runt-CBFb FRET
O=C(Oc1cccc(C(=O)N2CCOCC2)c1)c1ccc(Br)cc1,11,3,5,-1.5,-5,-2,-26,12,-1
COc1ccc(S(=O)(=O)N2CCSC2c2ccccc2)cc1 (configuration not stated),-7,0,-2,-0.5,-5,0,-23,6,-2
COc1ccccc1C(=O)N/C(=C\c1ccc(Br)cc1)C(=O)NCCO,3,-3,3,0.1,-6,0,-17,-9,-1
O=C(Cc1ccc(Cl)cc1)Nc1ccc(N2CCCC2)cc1,-6,2,4,2.0,-5,-2,-10,17,9
Cc1cc(=O)oc(C)c1C(=O)NCc1ccco1,-1,-1,8,-2.3,-6,2,-12,-12,nt
CCc1c(C(=O)Nc2cc(C)cc(C)c2)[nH]c(C)c1C(C)=O,-35,0,7,1.7,-2,6,9,-16,2
CCn1c(SCC(=O)N2CCN(c3ccccc3)CC2)nnc1-c1c[nH]c2ccccc12,1,1,3,1.5,0,-2,-8,-3,0
Cc1cccc(NNC(=O)C2CCC2)c1,16,nt,-1,-1.1,-7,-4,13,10,1

# Screening data from PubChem BioAssay.
